KOR beta-arrestin-1: KOR antagonists, beta-arrestin recruitment, cell-based, luminescence, uHTS (AID 1778); inhibition, % at 10 µM; hits with a dose series show IC50 in µM; KOR beta-arrestin recruitment, luminescence, antagonist mode; higher % means a stronger effect; 0.091% of 290,000 active; in the data active = inhibition above about 50%; note: strong numbers were not always called active
GPR35 antagonists: GPR35 antagonists blocking zaprinast-driven arrestin recruitment, primary screen, imaging, U2OS, beta-arrestin-GFP, zaprinast agonist (AID 2058). U2OS GPR35 beta-arrestin-GFP translocation imaging, zaprinast antagonism; higher % means a stronger effect. one-dose inhibition, % at 10 µM; IC50 in µM for titrated hits. 0.052% of 290,000 active;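 active = inhibition of at least 50% with at least 30 cells and total cytoplasm GFP at most 10,000,000; inconclusive = under 30 cells or total GFP of 10,000,000 plus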
AID2073: inhibitors of Mint1-CaV2.2 protein interaction, biochemical, HTRF (AID 2073). HTRF protein-protein interaction, Mint1-CaV2.2; higher % means a stronger effect. one-dose inhibition, % at 20 µM; IC50 in µM for titrated hits. 0.19% of 290,000 active; in the data active = inhibition mostly above about 51%, no sharp cut-off; inconclusive = no clear call, values can overlap the other calls; inactive = mostly below about 53%; note: some results filed as inactive read as strong as hits
Siah-1 displacement: Siah-1 peptide-binding antagonists, primary screen, biochemical, fluorescence polarization, rhodamine-plectin, uHTS (AID 1817); 0.02% of 290,000 active; displacement, % at 20 µM, or IC50 in µM where a hit was titrated; Siah-1 / rhodamine-plectin peptide fluorescence polarization; higher % means a stronger effect;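 active = displacement of at least 50% at 20 µM, with a fluorescence ratio check between 0.3 and a set limit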;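 note: plate controls were Siah plus tracer with DMSO for no effect and tracer alone without Siah for full effect; strong numbers were not always called active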
GPR55 LPI antagonism: GPR55 antagonists blocking LPI-driven arrestin recruitment, primary screen, imaging, U2OS, beta-arrestin-GFP, LPI agonist (AID 2013); U2OS GPR55 beta-arrestin-GFP translocation imaging, LPI antagonism; higher % means a stronger effect; one-dose inhibition, % at 10 µM; IC50 in µM for titrated hits; 0.13% of 290,000 active;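 active = spots per cell inhibited over 60%, with over 100 cells counted and total cytoplasm intensity under 500,000; inconclusive = wells with under 100 cells, flagged as likely toxic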;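 note: U2OS cells stably carrying GPR55 and arrestin-GFP stimulated by 5 µM LPI near EC80; imaged beta-arrestin-GFP aggregate spots per cell after agonist stimulation; plate controls were LPI-stimulated DMSO wells for no effect and DMSO wells without LPI for full effect; some results filed as inactive read as strong as hits; confirmed hits need IC50 under 10 µM and bright autofluorescent wells are also inconclusive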
HIV fusion peptide: inhibitors of HIV fusion peptide binding, primary screen, biochemical, uHTS, fluorescence dequenching (AID 1986); 0.3% of 290,000 active; inhibition, % at 20 µM; hits with a dose series show IC50 in µM; cell-free peptide binding, fluorescence dequenching, 30 min; higher % means a stronger effect; in the data active = inhibition mostly above about 52%, no sharp cut-off; inactive = mostly below about 76%; note: some results filed as inactive read as strong as hits
GPR55 beta-arrestin: selective activators of receptor GPR55 – imaging, U2OS cells, beta-arrestin-GFP redistribution, primary screen (AID 1961); U2OS GPR55 beta-arrestin-GFP redistribution imaging; higher % means a stronger effect; one-dose activation, % at 10 µM; EC50 in µM for titrated hits; 0.048% of 290,000 active;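 active = activation above 40% with more than 50 cells counted in the well; inconclusive = wells holding fewer than 50 cells, flagged as toxic or sparse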;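 note: U2OS osteosarcoma cells stably expressing GPR55 and beta-arrestin-GFP; plate controls were DMSO negative control for no effect and LPI positive control for full effect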
KOR beta-arrestin-2: KOR agonists, beta-arrestin recruitment, primary screen, cell-based, luminescence, uHTS (AID 1777). KOR beta-arrestin recruitment, luminescence; higher % means a stronger effect. one-dose activation, % at 10 µM; EC50 in µM for titrated hits. 0.02% of 280,000 active; in the data active = activation above about 50%, passing the limit was not always enough; note: a part of the inactive calls stands beside numbers as strong as those of hits
NOD1 NF-kB reporter: inhibition of NOD1-driven NF-kB reporter – cell-based, luminescence, uHTS, primary screen (AID 1578); NOD1-driven NF-kB luciferase reporter cells, luminescence; higher % means a stronger effect; inhibition, % at 4 µM; hits with a dose series show EC50 in µM; 1% of 290,000 active; in the data active = inhibition mostly above about 36%, no sharp cut-off; inactive = mostly below about 34%;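 note: HEK-293T reporter cells stimulated with the NOD1 agonist gamma-tri-DAP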
Numbers without * were called inactive; ? = inconclusive; nt = not tested or not shown; [ ] = remark or other dose. These rows are one share of the data. The share of hits here may be higher or lower than overall.

SMILES | KOR beta-arrestin-1 | GPR35 antagonists | AID2073 | Siah-1 displacement | GPR55 LPI antagonism | HIV fusion peptide | GPR55 beta-arrestin | KOR beta-arrestin-2 | NOD1 NF-kB reporter
Cc1ccc(C(=O)CSc2ccc(-c3cccnc3)nn2)cc1 | -10% | 3% | 2% | 16% | 7% | 0.0% | -0.2% | 3.8% | -6%
Cc1ccccc1-c1nc(CS(=O)CC(=O)NCCN2CCN(Cc3ccccc3)CC2)c(C)o1 (configuration not stated) | -24% | -7% | 4% | 2% | 20% | 0.7% | 0.3% | 1.7% | -6%
CC(C)CCSc1nnc(N)s1 | 8% | -19% | -2% | 2% | -7% | 0.0% | 1.0% | 1.4% | -6%
CC(=O)NC(CC(=O)NC1CCCc2ccccc21)c1ccccc1 (configuration not stated) | 2% | 14% | 4% | 5% | 0% | -1.6% | 0.2% | -2.7% | -12%
CCN(CC(=O)Nc1ccc2c(c1)OCCO2)c1nc(-c2cccnc2)nc2ccccc12 | -39% | -1% | -7% | 1% | -6% | 2.7% | -0.1% | 2.9% | -14%
COc1cc(OC)cc(-c2nnc(SCC(=O)N3CCCc4ccccc43)o2)c1 | -10% | -2% | 12% | -7% | -1% | -1.8% | -0.2% | -5.1% | -16%
CCN(CC)S(=O)(=O)c1ccc(C(=O)NCCc2ccccn2)cc1 | -15% | -6% | -4% | -3% | -2% | 0.3% | 0.2% | -0.8% | -53%
CCCCNC(=O)NS(=O)(=O)c1ccc(NS(=O)(=O)c2ccccc2)cc1 | -12% | 9% | 0% | 2% | 6% | 2.9% | -0.3% | 2.0% | -3%
CC(NC(=O)c1sc2cc([N+](=O)[O-])ccc2c1Cl)C(C)(C)C (configuration not stated) | -1% | -3% | -33% | 2% | -3% | 1.4% | -0.2% | 5.3% | 22%
O=C(Nc1cccnc1)c1cc(-c2ccco2)on1 | -19% | -5% | 5% | -9% | -6% | 4.1% | 0.2% | 5.6% | 3%
Cn1c(SCc2ccc(F)cc2)nnc1-c1ccncc1 | -31% | -7% | -2% | -2% | 0% | -0.2% | 0.0% | 0.2% | -12%
O=c1c2c([nH]c3ccccc13)CCCCC2 | -1% | 8% | -4% | 10% | 5% | 2.2% | -0.1% | 3.8% | 2%
COc1ccc(/C(C)=N/NC(=O)C2C3CCCCC32)c(OC)c1 (configuration not stated) | 10% | -1% | 0% | 8% | 7% | -1.5% | -0.1% | -3.8% | -44%
O=C(Nc1ncc2c(n1)CC(c1ccco1)CC2=O)c1ccccc1 (configuration not stated) | 20% | -7% | 34% | -3% | 8% | 1.0% | 0.3% | -3.1% | -20%
CCOC(=O)C(=O)Nc1ccc(S(=O)(=O)Nc2ncccn2)cc1 | 27% | 6% | -4% | 2% | 9% | -3.2% | -0.1% | 0.4% | -11%
O=C(NC1(C(F)(F)F)N=C2SCCN2C1=O)c1ccco1 (configuration not stated) | -16% | 8% | -7% | 0% | -6% | -0.8% | -0.1% | 0.6% | -7%
Cc1coc2c1c(C)cc1oc(=O)c(CC(=O)N[C@@H](CC(C)C)C(=O)O)c(C)c12 | 4% | 0% | ? | -2% | -9% | 1.4% | -0.1% | -4.3% | -10%
CCn1c(SCC(=O)NC(C)c2ccccc2)nc2ccccc21 (configuration not stated) | 22% | -1% | -7% | 2% | 0% | 1.1% | 0.3% | -3.9% | -13%
CN(C)CCSc1nnc(-c2ccccc2)o1 | 12% | 1% | -2% | -1% | 7% | 1.6% | -0.2% | 0.3% | -50%
CCN(CC)C(=O)CSc1nnc(-c2ccco2)n1Cc1ccco1 | 10% | 10% | 3% | 10% | 11% | -0.2% | -0.2% | -2.1% | 9%
CC(C)n1c(N2CCN(CC(=O)NCc3cccs3)CC2)nc2ccccc21 | 10% | 3% | -6% | 2% | 4% | -1.0% | 0.0% | -2.6% | -13%
COc1ccc(Cl)cc1CNCCCSc1ncccn1 | 20%[20 µM] | -8% | -1% | -2% | -7% | -0.9% | -0.1% | 0.6% | -17%
CC(=O)N/C(=C/c1ccccc1)C(=O)NCCO | -12% | 2% | 4% | 5% | 20% | 1.6% | 0.3% | -1.1% | 0%
CCOc1ccc(NC(=O)CCNS(=O)(=O)c2ccc3c(c2)CC(C)N3C(C)=O)cc1 (configuration not stated) | -13% | -6% | 6% | 6% | 7% | 0.4% | 0.1% | -4.3% | -4%
CCOC(=O)N1CCN(C(=O)c2c[nH]c3ccc(S(=O)(=O)N(C)c4ccccc4C)cc3c2=O)CC1 | 4% | 6% | -8% | 5% | 10% | 4.7% | 0.3% | 1.8% | -15%
O=C1Nc2ccccc2N=C(c2ccccc2)c2ccccc21 | -1% | -3% | 3% | 2% | -3% | 1.6% | 0.9% | -0.6% | -10%
COc1ccc(-c2cc(N3C(=O)Nc4ccccc4N3O)n[nH]2)cc1 | 13% | 26% | ? | 0% | -2% | -0.1% | 0.1% | -2.5% | 16%
CCOc1ccc2nc(SC3CC(=O)N(c4ccc(C)cc4)C3=O)sc2c1 (configuration not stated) | 1% | -7% | -6% | -6% | 3% | -2.4% | 0.3% | -3.8% | -8%
Cc1c(OC(C)C(=O)NCCCN2CCCC2=O)ccc2c3c(c(=O)oc12)CCCC3 (configuration not stated) | -14% | 20% | 13% | -6% | -4% | -2.1% | -0.1% | -2.4% | 8%
CNS(=O)(=O)c1cccc(C(=O)OCC(=O)c2c(N)n(C)c(=O)n(C)c2=O)c1 | -1% | 7% | 1% | -4% | 8% | -2.2% | 0.2% | -3.0% | -4%
COc1ccc(CCNC(=O)C2CCN(C(=O)c3cccs3)CC2)cc1 | 4% | 9% | -9% | 0% | -5% | 2.8% | -0.3% | -1.3% | -1%
COc1cc(C2Nc3cc(Cl)c(S(N)(=O)=O)cc3S(=O)(=O)N2)cc(OC)c1OC (configuration not stated) | -3% | 10% | -5% | -1% | 6% | -2.2% | -0.3% | 0.4% | 4%
Cc1cc2cc(C)c(NCCNC(=O)c3ccccc3F)nc2cc1C | -89%[20 µM] | 17% | 2% | 5% | 4% | 0.1% | -0.1% | nt | -28%
Cc1cc(C(=O)CN2C(=O)c3ccccc3C2=O)c(C)n1C1CC1 | -32% | -11% | 3% | -1% | -4% | -1.5% | -0.1% | 9.7% | 5%
O=C(c1ccc(NC2=NC3CS(=O)(=O)CC3S2)cc1)N1CCN(C(=O)c2ccco2)CC1 (configuration not stated) | 3% | 11% | 4% | 3% | 6% | 1.3% | -0.2% | -1.3% | -23%
C=CCNC(=O)C1CCN(S(=O)(=O)CC)CC1 | 3% | -3% | -5% | -2% | 4% | -2.3% | -0.1% | 4.0% | 2%
Cc1cc(-c2ccc(C)c(S(=O)(=O)NCC3CCN(Cc4cccc(F)c4)CC3)c2)on1 | 0% | 4% | -6% | 8% | 4% | 4.6% | 0.5% | -1.6% | -16%
O=[N+]([O-])c1ccc(Cl)c(-c2ccc(/C=N/c3c(-c4ccco4)nc4ccccn34)o2)c1 | 3% | 3% | 38% | 10% | 12% | 20% | -0.1% | -1.3% | -11%
Cc1ccc(Nc2cnn(C34CC5CC(CC(CC(=O)O)(C5)C3)C4)c(=O)c2Cl)c(Cl)c1 | -16% | -2% | 6% | 7% | 2% | 16% | -0.2% | -1.5% | -9%
Cc1cccc(NC(=O)CCN2CCC(C)CC2)c1 | 22%[20 µM] | 8% | 2% | 4% | 9% | 2.2% | 0.5% | -2.8% | -17%
CCOc1cc(/C=N/Nc2ccc(C(=O)O)cc2)ccc1OC(=O)c1ccccc1C | 2% | 6% | 12% | -5% | -9% | 53% | 0.1% | 1.1% | 8%
Cc1nc(C(=O)N(C)C)nn1-c1ccc(Cl)cc1Cl | 6% | -8% | -2% | 1% | -14% | 0.4% | -0.2% | 5.4% | -25%
CCC(=O)c1ccc(SC(=O)N(C)C)cc1O | 12% | -10% | 0% | 5% | 6% | -1.7% | 0.2% | -2.0% | -5%
Cn1c(=O)n(C)c2cc(S(=O)(=O)NCc3ccccc3)ccc21 | -18% | 14% | -1% | 1% | 9% | 3.5% | -0.2% | -6.7% | -2%
O=C(O)Cn1c(-c2cscn2)nc2ccccc21 | 21% | 5% | -5% | 3% | 4% | -1.1% | 0.3% | -2.4% | 5%
COc1cc(/C=N/N2C(=O)CSC2=S)ccc1O | 19% | 1% | -3% | -5% | 14% | -0.3% | -0.1% | 2.7% | -14%
COC(=O)c1cc(OC)c(OC)cc1NC(=O)C(C)Sc1ccc(C)cc1 (configuration not stated) | 14% | 6% | 0% | -1% | -6% | -2.7% | -0.3% | 1.5% | 12%
OCCN1CCN(CC#CCC(c2ccccc2)c2ccccc2)CC1 | 26% | -8% | 3% | -1% | 0% | 1.0% | -0.2% | 2.5% | -2%
COc1ccc(CCNC(=O)COc2ccccc2[N+](=O)[O-])cc1OC | 27% | -3% | -33% | -6% | 2% | -1.9% | 0.3% | 2.4% | -8%
Cc1cc(C(=O)NNC(=O)CCN2CCN(c3ccccc3)CC2)c2ccccc2n1 | 4% | -6% | -8% | -3% | 13% | -2.0% | 0.9% | -0.4% | -11%
CC1(C)Cc2c(C#N)c(N)n(-c3ccccc3)c(=O)c2CO1 | 13% | -11% | 14% | 6% | 7% | -1.4% | -0.2% | -1.8% | 8%
CCn1c(O)c(N=NC(=O)C(O)c2ccccc2)c2ccccc21 (configuration not stated) | 22% | 3% | -13% | 5% | -7% | -2.1% | 0.4% | 1.1% | -8%
CCOC(=O)C1CCN(c2c(NCCN3CCCCC3C)c(=O)c2=O)CC1 (configuration not stated) | -9% | 2% | 1% | -1% | 8% | 3.5% | -0.1% | -1.7% | -27%
Cc1ccnc(SCCn2c(N3CCN(C)CC3)nc3c2c(=O)[nH]c(=O)n3C)n1 | 12% | 10% | 9% | -8% | -2% | -1.6% | 0.1% | -0.9% | -5%
COc1ccc(NC(=O)C2CCN(S(=O)(=O)c3ccc4c(c3)NC(=O)C(C)S4)CC2)cc1 (configuration not stated) | -11% | -3% | 14% | 1% | -3% | 2.2% | 0.3% | 1.4% | 3%
COc1cc([N+](=O)[O-])ccc1NC(=O)NCc1ccco1 | -14% | -5% | ? | 12% | -4% | -0.4% | -0.1% | -0.7% | -33%
CCCCCCC(=O)N/N=C/c1ccc(Br)cc1 | -17% | 3% | 2% | 3% | 7% | 1.7% | -0.1% | 1.1% | 3%
COC(=O)c1cn(NC(=O)CCC2CCCC2)c(=O)c2ccccc12 | -5% | -11% | 8% | -4% | -6% | -2.5% | -0.1% | 0.3% | 2%
CCCCCSc1nnc(N)s1 | 32% | -3% | 5% | -2% | -8% | 1.1% | 1.2% | 3.3% | -6%
CCn1cc(C(=O)NCCc2ccccc2C)c(=O)c2ccc(C)nc21 | -20%[20 µM] | 4% | 0% | 11% | 11% | -1.3% | -0.2% | -0.4% | -27%

Screens (PubChem)
